SSB-PriA inh: inhibitors of Klebsiella pneumoniae PriA binding to SSB C-terminal tail. AlphaScreen SSBct-PriA binding, biotinylated peptide. inhibition, % at 33 µM. 430,000 tested, 0.6% active. AID 1272365; in the data active means inhibition mostly above about 37%, no sharp cut-off; inactive means mostly below about 20%;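 further: plate controls were negative control peptide for no effect and reference peptide for full effect; strong numbers were not always called active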
The depositor's hits bear a star; & = joins results of further samples.

Structure	SSB-PriA inh
O=C(Nc1ccc(-c2nc3ccccc3s2)cc1)Nc1c(F)cccc1F	-11.0
COc1cc(C(=O)NCCn2nc(C)ccc2=O)ncn1	-12.0
O=C(C1CCCN(c2ccc(-c3ccc(Cl)cc3)nn2)C1)N1CCN(c2ccc(F)cc2)CC1 (configuration not stated)	-23.0
Cc1ccc(-n2nc3c(c2N)CSC3)cc1	5.0
Cc1ccccc1-c1nc2ccccc2c(=O)n1N=Cc1ccccc1[N+](=O)[O-]	-0.8
CSc1cccc(NC(=O)c2cn(Cc3ccc(NC(=O)c4ccccc4F)cc3)cn2)c1	2.0
O=C(C1CC2C=CC1C2)N1CCC(Cc2n[nH]c(=O)n2-c2ccccc2F)CC1 (configuration not stated)	4.0
O=C(NCCn1ccc(-c2ccsc2)n1)[C@H]1CCOC1	4.0
O=C(Cn1cnc2ccccc2c1=O)N1CCC(n2ccnn2)CC1	-16.0
COc1ccc(NC(=O)NCCn2nc(-c3ccc(OC)c(OC)c3)ccc2=O)cc1	-3.0
Cc1ccc(C=c2sc3nc(-c4ccco4)nn3c2=O)o1	-0.3
CCCCN(C)c1ccc2nnc(CCc3nc(-c4cccc(C)c4)no3)n2n1	0.0
CSc1cccc2sc(Nc3nc4ccc5nc(C)sc5c4s3)nc12	1.0
Cc1c(N)cncc1Br	2.0
Cc1ccc(Cn2nnc3c(SCC(=O)Nc4ccc5c(c4)OCCO5)ncnc32)cc1	-3.0
NC(Cc1ccc([N+](=O)[O-])cc1)=NOC(=O)c1ccc(Br)o1	2.7
CC(C)(C)NC(=O)NCC(c1ccsc1)N1CCOCC1 (configuration not stated)	-21.0&-10.0
CN(C)S(=O)(=O)Oc1ccccc1[N+](=O)[O-]	-5.0
Cc1ccc(C)c(S(=O)(=O)NCCOc2ccc3c(c2)OCO3)c1	12.0
O=C(C1CC1)N1CCN(c2ccc(-c3noc(C(F)(F)F)n3)cn2)CC1	-12.0
Cc1[nH]c(=O)c(C(=O)Nc2cc(C(C)(C)C)no2)c(O)c1C	-4.0
COc1ccc(NC(=O)C(=O)NCCc2ccc(N3CCCC3)cc2)cc1OC	-13.0
COc1ccc(Cl)cc1NC(=O)CSc1nnc(CCC(=O)O)c(=O)[nH]1	-16.0
O=C(COc1ccccc1F)NCCn1ccnc1C1CC1	1.0
CN(C)C(CNS(C)(=O)=O)c1ccc2c(c1)CCO2 (configuration not stated)	4.0

Remaining list, next part
Structure	SSB-PriA inh
COc1cccc(OC)c1C(=O)Nc1cccc(N2CCCC2=O)c1	-10.0
C=CCn1c(=NC(=O)c2cccc(OC)c2OC)sc2cc(S(C)(=O)=O)ccc21	5.0
COc1ccc([C@H]2CCCCN(C(=O)N3CCOCC3)C2)cc1	-10.0
COc1cccc(-c2cc(C(=O)N3CCS[C@H](c4ccccc4Cl)CC3)n(C)n2)c1	6.0
COc1cccc(-c2csc(-n3nc(C)cc3NC(=O)CCCc3ccccc3)n2)c1	-1.0
COc1ccccc1CCNC(=O)C(=O)NC[C@@H](c1ccco1)N1CCc2ccccc21	8.0
CCOC(=O)c1ccccc1NC(=O)CSc1nccn2nc(-c3ccc(OC)cc3)cc12	-13.0
CC(C)C(=O)Nc1ccc(SCC(=O)Nc2nc3ccccc3s2)nn1	-10.0
CC(C)c1ccc2nc(NC(=O)c3ccccc3)sc2c1	-2.0
COc1ccc(C)cc1NC(=O)c1ccc(=O)n(Cc2cc(C)ccc2C)c1	-4.0
CN(C(=O)Nc1cn(C)c2ccccc12)C1CCCCC1	-3.0
O=S(=O)(c1cccs1)N1CC(Oc2nccs2)C1	-17.0
CC(/C=C/c1ccccc1)=NNC(=O)CSc1ccccn1	-1.3
c1ccc2c(N3CCOCC3)nnc(N3CCOCC3)c2c1	-3.0
COc1ccc(CCNC(=O)Cc2cc(=O)[nH]c(SCc3ccccc3F)n2)cc1	-9.0
COc1cc2c(cc1OC)CN(C(=O)CSc1ncnc3scc(-c4ccc(Cl)cc4)c13)CC2	-7.0&0.0
COC(=O)NN=Cc1ccc(-c2cc(Cl)ccc2Cl)o1	-5.5
COC(=O)c1ccc(CSc2nc(-c3cccs3)cc(C(F)(F)F)n2)cc1	-2.0
Cc1nnc(NC(=O)CSc2c(C)cnc3c2c(=O)n(C)c(=O)n3C)s1	5.0
O=c1ccc(-c2ccccc2F)nn1Cc1nc(-c2ccc3c(c2)OCO3)no1	-2.0
CCNC(=O)Cc1csc(SCc2cc(OC)cc(OC)c2)n1	-6.0
COc1ccc(Br)c(C(=O)N2CC(Oc3nc4ccccc4s3)C2)c1	-7.0
O=C(NCCS(=O)(=O)N1CCN(c2ccc(F)cc2)CC1)c1cc(=O)c2ccccc2o1	-3.0
O=C(Nc1cnn(C2CCOCC2)c1)C1(c2cccs2)CCCC1	0.0
N#Cc1c(N=Cc2cccs2)sc2c1CCCC2	38.0*

(next part)
Structure	SSB-PriA inh
O=C(Nc1ccc(-n2ccnc2)cc1)c1cn[nH]n1	-5.0
O=C(NCC1CCN(S(=O)(=O)C2CC2)CC1)c1cc2ccccc2s1	-13.0
COc1ccc(C(C)=NNC(=O)c2cc(C)[nH]n2)c(OC)c1	-4.3
Cc1c(Cl)ccc2sc(N(Cc3ccccn3)C(=O)c3ccn(C)n3)nc12	6.0
Cc1ccc(-c2csc(NC(=O)CSc3nncc(=O)[nH]3)n2)cc1	5.0
CCN1C(=O)Cc2cc(NS(=O)(=O)c3ccc(OC)c(OC)c3)ccc21	3.0
Cc1cc(C(=O)NCC2CCN(S(=O)(=O)c3cccnc3)CC2)c(C)o1	-2.0
COc1cccc(-n2nnc3c(N4CCN(C(=O)c5cccc(OC)c5OC)CC4)ncnc32)c1	16.0
O=C(CNC(=O)c1ccccc1)NC[C@H]1CCCN(c2nccs2)C1	-5.0
Cc1cc(NC(=O)C2CCCN(S(=O)(=O)c3ccc(Cl)s3)C2)n(C(C)C)n1 (configuration not stated)	-3.0
CCOc1ccc2ccccc2c1C(=O)NCC1CCN(c2nc3ccccc3o2)CC1	-9.0
Cc1cc(C)c(C)c(S(=O)(=O)N2CC(C)CC(C)C2)c1C (configuration not stated)	-17.0
O=C([C@@H]1CCCO1)N1CCN(c2ccc(-n3cncn3)nn2)CC1	-8.0
O=C(NCC1CCN(C(=O)c2cccnc2)CC1)C(=O)Nc1ccc(OC(F)(F)F)cc1	-2.0
Cc1ccc(-n2ncc3c(C)nnc(SCC(=O)N(C)c4ccccc4)c32)cc1C	1.0
C=CCc1c(C)nc2sc(C(=O)Nc3ccc(C)cc3)c(N)c2c1C	-19.0
CCN(CC)CCN(C(=O)c1cccc(OC)c1)c1nc2c(OC)cccc2s1	3.0
O=[N+]([O-])c1ccc(N2CCN(C(=S)Nc3ccc(OC(F)F)cc3)CC2)cc1	18.0
CCOC(=O)N1CCN(C(=O)c2n[nH]nc2-c2ccc(F)cc2)CC1	-7.0
O=C(c1ccc(Br)cc1)N1CCC[C@H](COCc2ccccc2)C1	-5.0
COc1ccc(Cl)cc1C(=O)NCc1nn(C)c2c1COCC2	-1.0
O=C(Cc1cc(=O)[nH]c(SCc2ccccc2F)n1)NCc1ccc(F)cc1	-6.0
O=c1[nH]nc(C2CC2)c2cnn(-c3cccc(Cl)c3)c12	-4.0
CCn1c(=NC(=O)CSCC(=O)N2CCc3ccccc32)sc2ccccc21	6.0
CCOC(=O)C1=C(C)Nc2ncnn2C1c1ccoc1 (configuration not stated)	-7.0

4 of the compounds above, field by field.
CCN(CC)CCN(C(=O)c1cccc(OC)c1)c1nc2c(OC)cccc2s1
  SSB-PriA inh: 3.0
O=[N+]([O-])c1ccc(N2CCN(C(=S)Nc3ccc(OC(F)F)cc3)CC2)cc1
  SSB-PriA inh: 18.0
CCOC(=O)N1CCN(C(=O)c2n[nH]nc2-c2ccc(F)cc2)CC1
  SSB-PriA inh: -7.0
O=C(c1ccc(Br)cc1)N1CCC[C@H](COCc2ccccc2)C1
  SSB-PriA inh: -5.0

(more compounds)
Structure	SSB-PriA inh
O=C([C@@H]1CC=CCC1)N1Cc2cncnc2C1	-31.0
O=C(Cc1noc2ccccc12)N1CCN(c2cc3c(nn2)CCCC3)CC1	6.0
CCOc1ccccc1S(=O)(=O)NCc1ccsc1	-2.0
CCn1nccc1C(=O)N(CCN(C)C)c1nc2c(OC)cccc2s1	5.0
O=C(c1ccoc1)N1CCC(CNC(=O)C2(c3cccs3)CCCC2)CC1	-1.0
CCOc1cc(C=NNC(=O)c2ccncc2)ccc1OC(=O)c1ccco1	-11.7
Cc1ccccc1Cn1cnc2c(cnn2CCNC(=O)c2ccc(F)c(F)c2)c1=O	-14.0
COc1ccc(CC(=O)N2CCC(c3nc4ccccc4s3)CC2)cc1C	-1.0
Cc1cccc(COc2ccccc2C=NNc2ccc([N+](=O)[O-])cc2)c1	-11.0
O=C(C=NNC(=O)c1ccccc1Br)c1ccccc1	2.0
O=S(=O)(c1ccc(Cl)s1)N1CCN(c2ccc(-c3noc(C(F)(F)F)n3)cn2)CC1	2.0
C[C@](O)(CNC(=O)NCc1ccc(F)cc1)c1cc2ccccc2s1	-4.0
CCCCOc1ccc(C(=O)Nc2ccc3c(c2)CC(=O)N3C)cc1	14.0
CSc1ccc2nc(Nc3nnc(-c4ccccc4Cl)o3)sc2c1	-22.0
COc1cccc(C2C(=C(O)c3cnn(-c4ccccc4)c3C)C(=O)C(=O)N2CCN(C)C)c1 (configuration not stated)	4.0
Cc1c(Cl)cccc1NC(=O)Nc1cnc(N2CCCC2)nc1	3.0
O=C(Nc1ccncc1NC(=O)c1ccc(S(=O)(=O)N2CCCC2)cc1)c1ccc(S(=O)(=O)N2CCCC2)cc1	1.0
O=C(NC[C@@](O)(c1ccccc1)C(F)(F)F)c1ccccc1S(=O)(=O)C(F)F	-7.0
Cc1ccccc1-c1nc(NC(=O)CSc2ncnc3sc(C)c(C)c23)ns1	-2.0
O=c1[nH]c2cc(S(=O)(=O)Nc3cnn(C4CCOC4)c3)ccc2o1 (configuration not stated)	-17.0
Cc1ccc(NCN2C(=O)CCC2=O)nc1	-11.0
COCCNC(=O)C(=O)NCc1ccsc1	0.0
O=C(NN=Cc1ccccc1[N+](=O)[O-])C(=O)N1CCCC1	-6.8
C/C(=N\NC(=O)c1cc(Br)ccc1O)c1ccc2c(c1)OCCO2	-7.0
CC(=O)N1CCc2c(sc3nc(SCc4cccc(Cl)c4)n(-c4ccccc4)c(=O)c23)C1	-4.0

Next section.
mol,SSB-PriA inh
Cc1ccc(S(=O)(=O)NCCN2CCN(c3ccc(Cl)cc3)CC2)s1,33.0
CN(C1CC1)S(=O)(=O)c1ccc(C(=O)Nc2ncnc3c2CCC3)cc1,-1.0
COc1ccc(S(=O)(=O)NCCN2CCN(c3ccccc3F)CC2)cc1F,-12.0
CC(=O)N1CCc2ccc(NS(=O)(=O)c3cccs3)cc2C1,-3.0
O=C(c1cccc(C(F)(F)F)c1)N1C2C=CCC1CC2 (configuration not stated),6.0
O=C(NNC(=O)c1ccc(-c2cccc(Cl)c2)o1)c1ccccc1,2.0
Cc1nc2n(c(=O)c1C)C(CC(=O)Nc1ccccc1-c1cn3cccc(C)c3n1)CS2 (configuration not stated),8.0
Cc1ccc(C(N)=NOC(=O)C(C)c2ccc([N+](=O)[O-])cc2)cc1 (configuration not stated),8.5
Cc1nc(C(=O)N2CCC(n3c(=O)[nH]c4ccc(F)cc4c3=O)CC2)cs1,-10.0
COc1ccccc1OCC(=O)NC1CCC(Oc2ncc(F)cn2)CC1 (configuration not stated),-12.0
Oc1ccc(C=NNc2cc(N3CCCC3)nc(N3CCCC3)n2)cc1O,17.9
Cn1nc(C(=O)NCc2cccs2)ccc1=O,-3.0

New compounds follow.
mol,SSB-PriA inh
CCOc1ccc2ncc(C#N)c(Nc3ccc4c(c3)OCO4)c2c1,10.0
Cc1ccccc1C(=O)Nc1cc(-c2ccco2)nn1-c1nc(C)c(C)c(=O)[nH]1,-1.0
Cn1nc(-c2cccc(NC(=O)C3c4ccccc4Oc4ccccc43)c2)ccc1=O,1.0
CCOC(=O)N1CCN(C(=O)c2ccc3nc(-c4ccc(C)cc4)cc(OCC)c3c2)CC1,-6.0
COC(=O)C(N=Nc1ccc(-c2ccccc2)cc1)=C(O)CCl,-5.0
O=C(Nc1cnc(N2CCN(c3ccccn3)CC2)nc1)c1ccccn1,1.0
COc1ccc(C(=O)NCCn2cc(SCC(=O)Nc3nc4ccc(C)cc4s3)c3ccccc32)cc1OC,-6.0
O=C(Nc1nc2c(s1)C(=O)NCCC2)c1cc(-c2cccnc2)on1,2.0
O=C(CNC(=O)c1ccncc1)NN=Cc1cccc([N+](=O)[O-])c1,3.4
CCOc1ccc(C(C)C)cc1S(=O)(=O)NCCCn1ncccc1=O,-7.0&2.0
O=C(Cc1cc(=O)[nH]c(SCc2ccccc2)n1)N1CCN(c2ccccc2F)CC1,-10.0
Cc1cc(C)cc(NC(=O)Cn2c(=O)n(Cc3cccs3)c(=O)c3ncccc32)c1,-1.0

In a second layout: entries from further up
O=C(Nc1cnc(N2CCN(c3ccccn3)CC2)nc1)c1ccccn1
  SSB-PriA inh: 1.0

COc1ccc(C(=O)NCCn2cc(SCC(=O)Nc3nc4ccc(C)cc4s3)c3ccccc32)cc1OC
  SSB-PriA inh: -6.0

O=C(Nc1nc2c(s1)C(=O)NCCC2)c1cc(-c2cccnc2)on1
  SSB-PriA inh: 2.0

O=C(CNC(=O)c1ccncc1)NN=Cc1cccc([N+](=O)[O-])c1
  SSB-PriA inh: 3.4

(listing goes on)
mol,SSB-PriA inh
O=C(CSC1CCCC1)NCCc1csc2nc(-c3ccccc3F)nn12,-9.0
O=C(CCc1ccc(C(F)(F)F)cc1)N1CC[C@H](S(=O)(=O)Cc2ccco2)C1,-16.0
O=C1c2cccc3cccc(c23)C(=O)N1CCN1CCN(C(=S)Nc2ccc(Cl)cc2F)CC1,-1.0
COc1ccc(-c2noc(CN3N=NC4C(=O)N(c5ccc(C)c(F)c5)C(=O)C43)n2)c(OC)c1 (configuration not stated),6.0
Cn1ccc(C(=O)N(CCCN2CCOCC2)c2nc3c(F)cc(F)cc3s2)n1,-4.0

Source: PubChem BioAssay

Only part of the results is shown; count on the stated rates, not on these rows.
